Screening results deposited in PubChem BioAssay by National Center for Advancing Translational Sciences (NCATS).
GCN5L2 inh: qHTS Assay for Inhibitors of GCN5L2; AID 504327, 2011; Potency, µM (titrated, usually from 58.9 µM), inactives show at the highest dose activity change, negative = inhibition, usual class: inhibitors; 390,000 tested, 0.21% active; GCN5L2 HAT assay, ThioGlo1 CoA-SH fluorescence; Histone acetyltransferase KAT2A (Homo sapiens), Q92830
Target sequence (Q92830 whole entry, looked up): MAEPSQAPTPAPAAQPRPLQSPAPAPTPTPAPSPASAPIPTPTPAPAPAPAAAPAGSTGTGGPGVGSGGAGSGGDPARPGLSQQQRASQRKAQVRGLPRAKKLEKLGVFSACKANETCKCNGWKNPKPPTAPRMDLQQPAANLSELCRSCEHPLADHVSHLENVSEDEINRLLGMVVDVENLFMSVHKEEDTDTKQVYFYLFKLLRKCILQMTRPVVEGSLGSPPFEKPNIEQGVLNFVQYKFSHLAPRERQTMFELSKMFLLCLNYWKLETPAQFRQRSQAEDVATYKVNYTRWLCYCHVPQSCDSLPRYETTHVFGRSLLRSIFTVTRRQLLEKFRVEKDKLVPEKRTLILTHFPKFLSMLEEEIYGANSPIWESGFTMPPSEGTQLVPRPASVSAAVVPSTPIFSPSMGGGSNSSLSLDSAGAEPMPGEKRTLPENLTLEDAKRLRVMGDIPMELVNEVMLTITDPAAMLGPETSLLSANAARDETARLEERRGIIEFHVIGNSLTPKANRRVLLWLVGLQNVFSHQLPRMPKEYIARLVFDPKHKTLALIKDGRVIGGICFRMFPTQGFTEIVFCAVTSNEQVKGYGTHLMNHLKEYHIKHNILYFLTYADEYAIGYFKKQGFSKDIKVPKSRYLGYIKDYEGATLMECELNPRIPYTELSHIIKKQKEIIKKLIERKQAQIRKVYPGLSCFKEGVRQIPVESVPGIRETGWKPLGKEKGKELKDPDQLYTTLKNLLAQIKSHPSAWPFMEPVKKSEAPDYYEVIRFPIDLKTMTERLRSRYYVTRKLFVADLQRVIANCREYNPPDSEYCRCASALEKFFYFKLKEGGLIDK
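Compounds, pin-transferred from DMSO stocks, meet 20nM GCN5L2 for 15 min before the reaction begins with H3(1-25) peptide (75uM) and acetyl-CoA (70uM). Thiol-reactive ThioGlo1 reports CoA release over 20 min at room temperature.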
TDP1 cell noCPT: qHTS for Inhibitors of human tyrosyl-DNA phosphodiesterase 1 (TDP1): qHTS in cells in absence of CPT; DT40 Tdp1-/- hTDP1 cells, no CPT, ATP luminescence, 48 h; Potency, µM (titrated, usually from 46.2 µM), inactives show at the highest dose activity change, negative = growth inhibition, most hits filed as inhibitors; 420,000 tested, 15% active; further: nearly all actives have a fitted effect of over 55% in size
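Seeded 400 DT40-hTDP1 cells/well (vehicle DMSO, no 20 nM CPT); pinned compounds; ≥48 hr at 37 °C; CellTiter-Glo luminescence as viability measure.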
TDP1 cell CPT: qHTS for Inhibitors of human tyrosyl-DNA phosphodiesterase 1 (TDP1): qHTS in cells in presence of CPT; chicken DT40 Tdp1-/-;hTDP1 cells + 20 nM CPT, ATP luminescence, 48 h; Potency, µM (highest dose often 46.2 µM), without a hit: at the top dose activity change, negative = growth inhibition, actives largely listed as inhibitors; 420,000 tested, 12% active; AID 686979, 2013; further: nearly all actives have a fitted effect of over 55% in size
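Chicken DT40 Tdp1-/- cells complemented with human TDP1, 400 cells/well, exposed to compounds plus 20 nM camptothecin for at least 48 h at 37 C; viability read as ATP content by CellTiter-Glo luminescence.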
Numbers without * were called inactive; ? = inconclusive; · = not tested or not shown; & = joins results of further samples. The call rests on the fitted dose curve; in most records, active means well fitted curve in the direction sought with a large enough effect; inconclusive means small, poorly fitted or top-dose-only effect, or another doubt; inactive means no such curve, though single readings can be large; an effect the other way counts as inactive or inconclusive. On the % scale 0 is the no-effect control and ±100 the full control effect; potency means the concentration at half of the fitted maximal effect. This is a subset; count on the stated rates, not on these rows.

Every second line gives: TDP1 cell CPT | TDP1 cell noCPT | GCN5L2 inh
> CCCCOc1ccc(C(=O)NCC(=O)N2CCN(C/C=C/c3ccccc3)CC2)cc1
  ? | 16.4µM* | ·
> COC(=O)C1=C(c2cccc(OC)c2OC)C[C@@H]2CC[C@H]1N2C(=O)NCCCOC(C)C
  -5.0% | 0.3% | ·
> ClC1=CCC2CN(CCN3CCCCC3)CC2C1 (stereo not drawn)
  -4.2% | 2.9% | 0.3%
> COCCNC(=O)c1c(N)n(Cc2ccco2)c2nc3ccccc3nc12
  ? | ? | ?
> O=C1c2ccccc2S(=O)(=O)c2cc(C(=O)N3CCN(c4c(Cl)cncc4Cl)CC3)ccc21
  ? | 14.6µM* | ·
> Cc1ccc(-c2nc(CN3C(=O)CN=C(c4ccccc4Cl)c4cc(Cl)ccc43)c(C)o2)cc1
  16.4µM* | 14.6µM* | -4.6%
> CC(C)[C@]1(O)[C@@H](OC(=O)c2ccc[nH]2)[C@@]2(O)[C@@]3(C)C[C@]4(O)O[C@@]5([C@H](O)[C@@H](C)CC[C@]35O)[C@@]2(O)C41C
  -12.3% | ? | 1.4%&3.2%&-7.5%
> COC(=O)C(O)(c1ccc(N(C)C)cc1)C(F)(F)F (stereo not drawn)
  -0.2% | 0.3% | -4.2%
> O=[N+]([O-])c1cc(F)c(N2CCCCC2)cc1Br
  13.0% | ? | -25.2%
> Cn1c(O)c(/C=C2/C=CC=N2)c(=O)[nH]c1=O
  16.4µM* | 16.4µM* | -0.9%
> C[C@]12C=CC(=O)C=C1CC[C@@H]1C2CC[C@]2(C)OC(=O)CCC12 (stereo partly drawn)
  0.6% | -4.8% | -9.6%&-19.0%
> Cc1ccc(NC(=O)Cn2c(=O)oc3cc(S(=O)(=O)N4CCCCCC4)ccc32)cc1Cl
  11.6µM* | 20.6µM* | -6.7%
> Cc1ccc(-n2nc3c(=O)n(CC(=O)Nc4ccccc4F)nc(C)c3c2C)c(C)c1
  ? | 18.4µM* | -4.6%
> Cc1noc(C)c1C(=O)N1CCC2(CCCN(CC(C)C)C2)CC1
  20.4% | 2.4% | 13.0%
> O=C1NC2C(O)C(O)C(O)C(O)C2c2cc3c(c(O)c21)OCO3 (stereo not drawn)
  0.164µM* | 0.0731µM* | ·
> O=[N+]([O-])c1ccc(N2CCCCC2)c2ncccc12
  -7.2% | ? | -10.4%
> COC(=O)C(O)(c1ccc(NC(=S)NC(=O)c2ccc(Cl)cc2Cl)cc1)C(F)(F)F (stereo not drawn)
  ? | 14.6µM* | 3.5%
> CCOP(=O)(OCC)c1nc(-c2ccc(F)cc2)oc1NCc1ccccc1
  ? | -51.7% | -6.3%
> Cc1ccc2[nH]c3c(c2c1)CN(C(=O)CN1C[C@H]2C[C@@H](C1)c1cccc(=O)n1C2)CC3
  -19.3% | -15.8% | -10.3%
> CCCCn1c(O)c(C(C)=NC(C)c2ccccc2)c(=O)[nH]c1=O (stereo not drawn)
  ? | ? | -5.0%
> Cc1cc(C)nc(NC2=NCCS2)n1
  -8.2% | -8.4% | -3.8%
> C#CCN1C(=O)S/C(=C\c2ccc(N3CCOCC3)cc2C)C1=O
  ? | 7.31µM* | 1.1%
> CCN1CC2C3CCC(C)(O3)C2C1 (stereo not drawn)
  3.5% | ? | -2.7%
> C[C@@H]1CN([C@H](C)CO)C(=O)CCCn2nncc2CO[C@H]1CN(C)C(=O)Oc1ccc2ccccc2c1
  -1.0% | -12.5% | ·
> Cn1c(O)c(/C=C2\C=c3ccccc3=NC2=O)c(=O)n(C)c1=O
  ? | 18.1% | -5.2%
> O=c1[nH]c(=S)n(C2CC2)c(O)c1C=NCc1cccnc1
  -7.8% | 3.2% | 0.2%
> O=C1NCN(c2ccccc2)C12CCN(C(c1ccccc1)c1nnnn1Cc1ccccc1)CC2 (stereo not drawn)
  ? | ? | ·
> O=P(N1CC1)(N1CC1)N1CCc2ccccc21
  7.31µM* | 8.2µM* | ·
> CCOC(=O)[C@]12Cc3c(cc(OC)c(OC)c3OC)[C@H]1N(C(C)C)C(=O)c1cc(OC)ccc12
  9.2µM* | 7.31µM* | ·
> COC(=O)C1=C(c2ccccc2OCc2ccccc2)C[C@@H]2CC[C@H]1N2C(=O)NCc1cccc(F)c1
  ? | ? | -10.3%
> O=C1NC(=O)C(=Cc2ccc(N3CCOCC3)o2)C(=O)N1
  8.3% | 16.8% | 2.8%
> CCCNC1=C(C)C(=O)C2=C(C1=O)C(COC(N)=O)[C@]1(OC)C3NC3CN21 (stereo partly drawn)
  ? | 0.259µM* | -19.4%
> Cc1ccc(N2CCN(C(=O)C3CCC(CNS(=O)(=O)c4ccc(Br)s4)CC3)CC2C)cc1 (stereo not drawn)
  7.31µM* | 4.61µM* | -6.5%
> CCCn1c(C)cc(C=O)c1C
  6.9% | 26.0% | -0.3%
> Cc1ccc2c(c1)C=CC(C#N)N2C(=O)Oc1ccccc1 (stereo not drawn)
  18.4µM* | 16.4µM* | ·
> CC1CN(c2ccccn2)C(C)CN1C(=O)C(O)(c1ccccc1)c1ccccc1 (stereo not drawn)
  29.1µM* | 23.1µM* | ·
> C[C@]12CC[C@@H](O)CC1=CCC1C2CC[C@]2(C)C(=O)[C@H](F)CC12 (stereo partly drawn)
  -21.7% | -18.6% | -0.8%
> CCOP(=O)(OCC)C(Cc1ccc(OC)c(OC)c1)N=C(c1ccccc1)c1ccccc1 (stereo not drawn)
  ? | ? | ·
> CCCCn1nnnc1C(c1cccs1)N1CCC2(CC1)C(=O)NCN2c1ccccc1 (stereo not drawn)
  ? | ? | ·
> NC(=O)CN1C2CCC1CC(NC(=O)C1CC1)C2 (stereo not drawn)
  -1.5% | -6.3% | -1.2%
> COc1ccc(C(=O)C2CCCN(CC3CCCCC3)C2)cc1OC (stereo not drawn)
  ? | ? | ·
> COc1ccccc1CCNC(=O)CCC(=O)N1CC2C[C@@H](C1)Cn1c2cccc1=O
  -6.3% | -7.5% | -5.2%
> Cc1nnc(NC(=O)c2cccn(Cc3cccc(F)c3)c2=O)s1
  ? | ? | -6.1%
> O=C1NC(=S)NC(=O)C1=Cc1ccc(Br)s1
  10.3µM* | 9.2µM* | ?
> C=CC[C@]1(O)CC[C@H]2[C@@H]3CCC4=CCCC[C@@H]4[C@H]3CC[C@@]21C
  -29.2% | 0.4% | ·
> c1ccc2c3c([nH]c2c1)CNCC3
  0.5% | -5.7% | -3.0%
> CCC1C(c2cc(OC)c(OC)c(OC)c2)c2cc3c(cc2OC1N1CCCC1)OCO3 (stereo not drawn)
  5.17µM* | 4.11µM* | ·
> O=C(Cc1ccccc1)N1CCN(Cc2cccnc2)CC1
  -5.9% | -5.0% | -4.5%
> C[C@]12CC[C@H]3C(CCC4(O)CC(O)CC[C@]34C=O)C1=CC[C@H]2c1ccc(=O)oc1 (stereo partly drawn)
  -2.6% | -29.6% | 4.4%
> Cc1ccc(C)c(-c2nnc(NC(=O)C3=COCCO3)o2)c1
  -12.9% | ? | -4.7%
> c1ccc(CCN2CCCC2)cc1
  -0.5% | -6.5% | ·
> COC(=O)c1ccc(NC2=C(Cl)C(=O)OC2OC(=O)c2ccccc2)cc1 (stereo not drawn)
  ? | ? | -7.2%
> OC[C@@H]1CCCN2CCCC[C@@H]12
  4.3% | -6.7% | ·
> Cn1c(=O)oc2cc(S(=O)(=O)N3CCCc4ccccc43)ccc21
  4.11µM* | 5.8µM* | -4.7%
> Cc1ccc(NC(=O)c2snnc2C)cc1Cl
  12.1% | -2.4% | -3.9%
> C[C@@H]1CN([C@@H](C)CO)C(=O)CCCn2nncc2CO[C@@H]1CN(C)C(=O)Oc1cccc2ccccc12
  0.517µM* | 0.581µM* | ·
> COC(=O)C1C2c3ccccc3OC1(C)N=c1s/c(=C/c3cn(C)nc3C)c(=O)n12 (stereo not drawn)
  -8.7% | -11.1% | -5.0%
> CC12CN3CCN(C1)CC(C)(C3)C2=NN
  12.8% | -19.4% | -1.8%
> COc1ccc(N2CCN(CCc3ccncc3)CC2)cc1
  5.7% | -4.6% | -4.1%
> COC(=O)C1=C(c2cc3ccccc3s2)C[C@@H]2CC[C@H]1N2C(=O)NCCO
  -29.3% | -0.1% | ·

Other results:
Every second line gives: TDP1 cell CPT | TDP1 cell noCPT | GCN5L2 inh
> CCCc1cc(=O)oc2cc(OCC(=O)N3CCN(Cc4ccc5c(c4)OCO5)CC3)ccc12
  ? | ? | -8.2%
> COC(=O)C1=C(c2c(C)noc2C)C[C@@H]2CC[C@H]1N2C(=O)NCCOc1ccccc1
  10.0% | -8.8% | -14.3%
> COc1ccc(Br)cc1C1SCC(=O)Nc2c1c(C)nn2-c1ccccc1C (stereo not drawn)
  ? | 18.4µM* | -2.5%
> O=[N+]([O-])c1cnc2ccc3ccccc3c2c1
  6.9% | -17.9% | -0.4%
> O=C(O)C(O)(c1ccc(Cl)cc1)C1(O)CCCC1 (stereo not drawn)
  -20.5% | -10.6% | ·
> c1ccc2[nH]c(CCN3CCCCC3)nc2c1
  -9.7% | -5.6% | ·
> COc1ccc(-n2c(/C=C/c3cccc(F)c3)nc3ccccc3c2=O)c(OC)c1
  13µM* | ? | -3.4%
> CC(CC(C#N)(c1ccccc1)c1ccccc1)N1CCOCC1 (stereo not drawn)
  23.1µM* | ? | ·
> CC(C)CN1CCN(Cc2ccc(F)cc2Cl)CC1CCO (stereo not drawn)
  -10.3% | 13.9% | -6.7%
> CC(Cc1ccccc1)NC(N)=O (stereo not drawn)
  0.3% | -6.5% | -7.7%
> CCC(=NCc1ccc2c(c1)OCO2)c1c(O)n(C)c(=O)n(C)c1=O
  ? | 20.6µM* | -2.2%
> CCOP(=O)(OCC)c1cc(C)c(O)c(C(C)(C)C)c1
  ? | ? | 1.8%
> CCC(c1ccc(C)cc1)N1C(=O)C2C3CCC(O3)C2C1=O (stereo not drawn)
  -5.8% | -0.8% | 2.1%
> C=CCN1C(=O)/C(=C/c2cc(C)n(-c3ccccn3)c2C)C(=O)NC1=S
  ? | ? | -1.5%
> CCN1CCN(C(=O)COc2ccc3c(c2)C(=O)CC2(CCN(C(C)=O)CC2)O3)CC1
  -9.9% | ? | -9.1%
> COc1ccc(-n2c(/C=C\c3ccccc3F)nc3ccccc3c2=O)c(OC)c1
  14.6µM* | 23.1µM* | -3.9%
> CCOC(=O)[C@]12Cc3ccc(C)cc3[C@H]1N(C1CCCCC1)C(=O)c1ccccc12
  2.59µM* | 2.31µM* | ·
> CSc1ncc(C(=O)Nc2ccc(Cl)cc2C(=O)c2ccccc2)c(C)n1
  ? | ? | -6.2%
> N#Cc1ccc(Cn2cc(C=O)c3ccccc32)cc1
  -14.2% | -4.7% | -7.4%
> O=C1NC(=O)C2C1C1(Cl)C(Cl)=C(Cl)C2(Cl)C1(Cl)Cl (stereo not drawn)
  -22.3% | -13.6% | ·
> CC1SC2(CN3CCC2CC3)NC1=O (stereo not drawn)
  -1.9% | 1.2% | -5.0%
> C=CCn1c(O)c(Cc2ccc(OCC)cc2)c(=O)[nH]c1=O
  23.6% | -0.1% | 2.9%
> CCCCCCOC(=O)c1ccccc1N
  ? | -16.6% | -14.8%
> O=C1CN(C(=O)COC(=O)Cc2ccccc2)c2ccccc2N1
  ? | ? | -2.2%
> CCOC(=O)c1c(C)c(C(=O)N2CCC3(CC2)OCCO3)c(C)n1CC
  -15.2% | 4.3% | -5.8%
> Cc1cc(C)c(NC2=NCCCS2)c(C)c1
  -30.1% | -28.4% | -1.4%
> N#Cc1ccccc1NC(=O)c1cccn(Cc2ccccc2)c1=O
  18.4µM* | 14.6µM* | -7.2%
> CCN1C[C@@H]2[C@@H]3C(=O)N(Cc4ccccc4)C(=O)[C@@H]3[C@](CC)(C1=O)N2C(=O)c1ccc(C(C)(C)C)cc1
  ? | ? | ·
> CN(C)C(=O)Oc1ccc(-c2cn3cc(Cl)ccc3n2)cc1
  ? | ? | 0.7%
> Fc1ccccc1CN1Cc2ccccc2-n2nncc2C1
  ? | 23.1µM* | ·
> O=C1NC(=O)C(CCOc2ccccc2)(CCc2ccccc2)C(=O)N1
  -7.4% | ? | ·
> O=[N+]([O-])c1ccc(NCCCN2CCOCC2)c2ncccc12
  9.3% | -2.6% | 18.1%
> COC(=O)C1=C(c2ccc(F)cc2F)C[C@@H]2CC[C@H]1N2C(=O)NCCOc1ccccc1Cl
  ? | ? | -1.1%

In the list so far, these contain a tert-butyl group:
Every second line gives: TDP1 cell CPT | TDP1 cell noCPT | GCN5L2 inh
> CCOP(=O)(OCC)c1cc(C)c(O)c(C(C)(C)C)c1
  ? | ? | 1.8%
> CCN1C[C@@H]2[C@@H]3C(=O)N(Cc4ccccc4)C(=O)[C@@H]3[C@](CC)(C1=O)N2C(=O)c1ccc(C(C)(C)C)cc1
  ? | ? | ·
